ROC1-CUL1 inh – blocks human RBX1-Cullin-1 di-ubiquitin formation; AID 1347404; actives 0.6% (n = 140,000); P62877+Q13616; in vitro K48 di-Ub FRET, acceptor:donor ratio, 45 min; inhibition, % at 10 µM; in the data active means inhibition above about 25%
Target sequence (P62877 whole entry, looked up): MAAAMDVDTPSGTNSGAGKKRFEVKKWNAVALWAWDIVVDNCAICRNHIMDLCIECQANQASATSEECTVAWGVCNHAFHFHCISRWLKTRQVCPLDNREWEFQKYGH
Target sequence (Q13616 whole entry, looked up): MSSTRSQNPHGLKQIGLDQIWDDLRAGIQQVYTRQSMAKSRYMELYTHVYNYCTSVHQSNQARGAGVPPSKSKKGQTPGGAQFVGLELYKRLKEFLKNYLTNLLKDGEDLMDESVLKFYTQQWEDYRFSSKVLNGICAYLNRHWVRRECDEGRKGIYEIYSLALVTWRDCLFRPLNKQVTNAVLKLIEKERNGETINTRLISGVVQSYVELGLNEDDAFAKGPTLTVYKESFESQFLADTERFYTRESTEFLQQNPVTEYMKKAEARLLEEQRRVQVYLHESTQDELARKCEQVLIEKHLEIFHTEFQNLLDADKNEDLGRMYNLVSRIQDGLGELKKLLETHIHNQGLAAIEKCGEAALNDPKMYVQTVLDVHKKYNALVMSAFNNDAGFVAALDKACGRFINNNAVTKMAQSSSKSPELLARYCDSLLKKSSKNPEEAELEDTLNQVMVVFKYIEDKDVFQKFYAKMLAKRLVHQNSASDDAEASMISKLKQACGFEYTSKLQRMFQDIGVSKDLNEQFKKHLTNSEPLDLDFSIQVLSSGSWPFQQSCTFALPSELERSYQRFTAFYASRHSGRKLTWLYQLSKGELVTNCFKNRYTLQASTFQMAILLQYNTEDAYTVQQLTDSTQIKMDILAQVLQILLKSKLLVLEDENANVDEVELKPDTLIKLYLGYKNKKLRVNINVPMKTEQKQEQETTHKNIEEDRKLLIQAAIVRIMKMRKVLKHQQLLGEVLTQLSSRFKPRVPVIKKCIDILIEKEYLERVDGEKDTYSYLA
Starred values were filed as active, the others as inactive. These rows are one share of the data; count on the stated rates, not on these rows.

SMILES	ROC1-CUL1 inh
O=C(CCC1CCCN(Cc2ccc(F)c(F)c2)C1)NC1CC1 (stereo not given)	5
CN(Cc1ccccc1)C1CCCN(C(=O)c2noc3c2CCCC3)C1 (stereo not given)	0
Cc1c(C)n(CCC#N)c2ccccc12	8
CCc1noc(C)c1C(=O)Nc1cc(C)ccc1F	-7
CCOC(=O)C1(CCCc2ccccc2)CCCN(C(=O)CCC(=O)N(C)C)C1 (stereo not given)	-2
O=C(CN1CCCCCC1)N1CCCC(CO)(Cc2ccc(F)cc2)C1 (stereo not given)	1
CCN(CC)C(=O)CSc1nc(C2CC2)cc(C(F)(F)F)c1C#N	5
O=C1Nc2ccccc2Oc2cc(Oc3ccc(Cl)cc3)ccc21	-3
O=C(CSc1nnnn1-c1ccc(F)cc1F)Nc1ccc2c(c1)OCCO2	9
CCOC(=O)c1nn(-c2ccc(F)cc2)c(C)c1C(C)=O	-4
COc1ccc(CCNC(=O)CSc2nc(-c3ccc(Cl)cc3)cs2)cc1OC	7
Fc1ccc(-c2csc3ncnc(Sc4nnc5ccccn45)c23)cc1	3
Cc1ccc(Cl)cc1NC(=O)N1CCN(C)c2ncccc21	-10
Cc1ccc(NC(=O)Cn2c(=O)n(CCCCCC(=O)NCc3ccc(F)cc3)c(=O)c3sccc32)c(C)c1	3
COC(=O)c1ccc(NC(=O)CSc2ncnc3sc4c(c23)CCCC4)cc1	-2
O=C(ONc1ccccc1[N+](=O)[O-])c1ccc([N+](=O)[O-])cc1	-5
COC(=O)C1C(C)=NC(=O)NC1c1cccc(OC)c1 (stereo not given)	9
C=C1C2(C(=O)Nc3ccc(C(=O)OCC(C)C)cc3)CCC(C2)C1(C)C (stereo not given)	18
CC(O)CNCc1ccc(-c2ccc(Cl)cc2Cl)o1 (stereo not given)	4
COC(=O)c1c(NC(=O)c2ccccc2C)sc2c1C(C(=O)OC)CC2 (stereo not given)	4
COc1cc(C=C2C(=O)NC(=O)NC2=O)ccc1OCc1c(C)no[n+]1[O-]	-2
CN1C(=O)C2(C3=C(CCCC3=O)N(c3cc(Cl)cc(Cl)c3)C(=N)C2C#N)c2ccccc21 (stereo not given)	-12
CN1CCN(C(CNC(=O)c2ccccc2)c2ccc3c(c2)OCO3)CC1 (stereo not given)	-7
Cc1cc(C)n(Cc2cc(C(=O)N(C)CCCN3CCOCC3)n[nH]2)n1	20
CCOC(=O)c1cnc(N2CCN(c3ccc(OC)cc3)CC2)[nH]c1=O	-8
O=C(Nc1cc(Cl)ccc1O)c1ccccc1F	-6
CCOc1ccccc1NC(=O)C(=O)Nc1ccc2nc3n(c(=O)c2c1)CCCCC3	-1
CCn1c2ccccc2c2cc(CN3CCN(Cc4cccc(Cl)c4)CC3)ccc21	-3
CCOc1cccc(/C=N/NC(=O)CSc2nc3ccccc3n2Cc2ccc(C)cc2)c1O	1
Cc1cc(C(=O)N2CCCC(CNC(=O)c3ccco3)C2)nc(C)n1 (stereo not given)	-7
COc1cccc(C(O)Cc2ccccc2)c1 (stereo not given)	6
C=CCn1c(SCC(=O)Nc2c(F)cccc2F)nc2sc3c(c2c1=O)CCCC3	-3
N#C/C(C(=O)N1CCCCC1)=C1/C(=O)Nc2ccccc21	-17
Fc1ccc(C2CCc3nnc(-c4cccnc4)n3-c3cc(F)ccc32)cc1 (stereo not given)	6
Nc1c(C(=O)Nc2ccccc2C(F)(F)F)sc2nc3c(cc12)CCC3	8
O=C1NC(=Nc2ccc(F)cc2)S/C1=C\c1ccc2c(c1)OCO2	-9
CCOC(=O)c1c(NC(=O)c2ccc(N3C(=O)CCC3=O)cc2)sc2c1CCCC2	0
CCc1ccc(CNC(=O)CSc2cc(=O)n(C)c3ccc(Cl)cc23)cc1	6
Cn1cc(CNC2COc3ccccc3C2)c2ccccc21 (stereo not given)	4
CCn1c2ccccc2c2cc(/C=N/NC(=O)c3ccc(NC(C)=O)cc3)ccc21	15
COc1ccccc1C(=O)Nc1cccc(C(=O)OCc2cc(=O)n3cc(C)sc3n2)c1	-4
O=C(c1ccc2c(c1)N(Cc1ccc(Cl)cc1)C(=O)c1ccccc1S2(=O)=O)N1CCCCC1	-10
CCC(=O)Nc1cc(C(C)(C)C)ccc1C(C)=O	6
CN1CCN(Cc2cc(C(=O)c3c[nH]c4ccccc34)cc(CN3CCN(C)CC3)c2O)CC1	4
Cc1ccc(N2C(=O)c3ccccc3NC2c2ccc(OCc3ccccc3Cl)cc2)cc1C (stereo not given)	-1
CCCNCc1cc(Cl)c(OCC)c(Cl)c1	-5
CCCCN(CC)C(=O)CSc1nc2n[nH]c(C)c2c(=N)n1-c1cccc(C)c1	9
COc1ccc(C2(C(=O)Nc3ccc(C(=O)Nc4ccc(OC)cc4OC)cc3)CCOCC2)cc1	-3
Cn1c(=O)c2c(ncn2CCCOC2c3ccccc3CCc3ccccc32)n(C)c1=O	-4
Cc1ccc(C)c(N2CCN(CCCNC(=O)C3COc4ccccc4C3)CC2)c1 (stereo not given)	-9
Cn1cc(S(=O)(=O)N2CCCCC2)cc1C(=O)N1CCN(c2ccccc2F)CC1	-3
CN(Cc1nc2ccccc2s1)C(=O)CCC1(Cc2ccc(F)cc2)CCC(=O)N1 (stereo not given)	1
Cc1ccc(C)c(CSc2cn(CC(=O)N3CCCC3)c3ccccc23)c1	6
O=C(NN=C1CCCCCCC1)c1sc2ccccc2c1Cl	11
Cc1ccc(C(=O)C(C)Oc2ccccc2Cl)cc1 (stereo not given)	-1
C#CCn1c(O)c(N=NC(=O)Cc2cccs2)c2ccccc21	-1
CN1CCN(Cc2nc(N)nc(Nc3ccc(Cl)cc3)n2)CC1	8
N#Cc1ccccc1Oc1nc(Cl)cn(-c2ccccc2)c1=O	-5
COc1cccc(N2C(=O)CC(N3CCC4(CC3)OCCO4)C2=O)c1 (stereo not given)	7
CCOc1ccc(C(Cc2ccccc2)NC(=O)c2ccccc2F)cc1OCC (stereo not given)	5
Remaining list, next part.
SMILES	ROC1-CUL1 inh
Cc1ccc(F)cc1NCN1C(=O)S/C(=C/c2ccc(N(C)C)cc2)C1=O	5
CC(C(=O)N1CCc2onc(-c3ccc(-c4ccccc4)cc3)c2C1)n1cncn1 (stereo not given)	2
COC(=O)c1cc2oc3ccccc3c2n1CC(=O)Nc1ccc(Cl)cc1F	6
C=CCn1c(SCc2nc(N)nc(N3CCCCC3)n2)nnc1-c1cccnc1	2
CC(C)Cn1cc(/C=C2/C(=O)N(C)C(=S)N2C)c2ccccc21	-3
O=C(Cn1cc(S(=O)(=O)N2CCCC2)c(S(=O)(=O)N2CCCC2)c1)Nc1ccccc1	-4
Cc1nn(CCC(=O)NCc2ccc(Cl)cc2)c(=O)c2nn(-c3ccccc3)c(C)c12	-11
CN1CCc2nc3sc(C(=O)NC45CC6CC(CC(C6)C4)C5)c(N)c3c(-c3cccs3)c2C1	13
Cn1ncc(Br)c1C(=O)N/N=C/c1ccccc1OC(=O)c1ccc(Cl)cc1	-1
O=C(Nc1cc(Cl)ccc1Cl)C1(c2cccs2)CCOCC1	2
O=C(N/N=C/c1cccnc1)Nc1ccccc1	-8
O=C1CC(=C(c2ccccc2)c2ccccc2)C(=O)N1CCN1CCN(c2cccc(Cl)c2)CC1	-4
O=C(CSc1nc2c(c(=O)[nH]1)CN(Cc1ccc(F)cc1)CC2)Nc1ccccc1Cl	2
O=C1N(Cc2ccc(F)cc2)CCCC1(O)CNC1CCCCCC1 (stereo not given)	-1
CC(C)N(Cc1nc(-c2ccc(Cl)cc2)no1)C(=O)c1ccc(C(C)(C)C)cc1	-4
O=C1N=C(/C=C/c2ccc([N+](=O)[O-])cc2)C([N+](=O)[O-])C(=O)N1 (stereo not given)	-1
O=C(NNC(=O)C(F)(F)F)c1cccc(Cl)c1	-7
CN=C1c2cc3c(Br)c(OC)ccc3n2CCN1C	6
CCSc1nc(NC(C)=O)nn1C(C)=O	-1
OCCN1CCN(C2CCC(c3ccc(F)cc3)c3ccc(F)cc32)CC1 (stereo not given)	-11
COCCn1c(CN(C)C)cnc1S(=O)(=O)C1CCCCCC1	1
O=C(CC1C(=O)NCCN1CCc1ccccc1)NCCCn1ncc2ccccc21 (stereo not given)	0
Cc1cccc(N2CCN(C(=O)CCC3(Cc4ccc5ccccc5c4)CCC(=O)N3)CC2)c1C (stereo not given)	2
COC1=NC(=NC(C)=O)CC(=O)N1C	8
Cc1cccc(C(=O)Nc2ccccc2C(N)=O)c1	9
CCCOc1ccccc1C1CC(=O)NC2=C1C(=O)CCC2 (stereo not given)	-1
O=c1c(=O)n(Cc2ccc(Cl)cc2)ccn1Cc1ccc(F)cc1	1
CC1CCc2cccc3c2N1c1cc(Cl)nnc1N3 (stereo not given)	2
CCCn1c(C)cn2c3c(=O)n(Cc4ccc(F)cc4)c(=O)n(C)c3nc12	-5
COC(=O)c1cccc(CN2C(=O)SC(Nc3ccc(C)cc3)C2=O)c1 (stereo not given)	9
O=C(Nc1ccc(-c2cccc(F)c2)cc1)C1CCCN1C(=O)c1cscn1 (stereo not given)	2
Cc1cccc2nc(COc3ccc4ccccc4c3Br)cn12	-8
CCOc1ccc(NCc2ccc(OCc3ccccc3F)cc2)cc1	7
O=S(=O)(Cc1ccc(Cl)cc1Cl)Nc1cccnc1	-1
CCOC(=O)c1cc(-c2ccccc2)sc1NC(=O)c1csc(C)c1-c1ccccc1	1
Cc1nn(-c2ccccc2)c2c1N(CCCC(=O)NCc1ccccc1)C(=O)CS2	-4
Cc1cc(=O)[nH]c(SCC(=O)N2CCN(C(c3ccccc3)c3ccccc3)CC2)n1	-8
COc1ccc(B(OCCN)c2ccccc2)cc1OC	-13
O=C(COc1ccc(Cl)cc1)Nc1cnn(Cc2c(Cl)cccc2Cl)c1	4
CSc1cccc(NC(=O)CSc2nnc(-c3ccc(Cl)cc3)n2N)c1	-1
CC(=O)O[C@@H]1[C@@H](OC(C)=O)[C@@H]2OC(Sc3ccccc3)[C@@H](O2)[C@H]1OC(C)=O (stereo not given in full)	2
Ic1ccc(-c2ccc(-c3ccc(I)s3)cc2)s1	-4
O=S(=O)(c1ccc(Br)cc1)c1nnn2c1nc(NCc1ccc3c(c1)OCO3)c1sccc12	-6
Cc1ccc(-c2nc(C)c(CCNS(=O)(=O)c3ccc(F)c(C(F)(F)F)c3)s2)cc1	2
CC(C)C1C(=O)C(C#N)=C(c2ccccc2)N(c2ccc(Cl)cc2Cl)C1=O (stereo not given)	0
CCN(c1ccccc1)S(=O)(=O)c1c(-c2ccc(C)cc2)csc1C(=O)OC	1
CCOc1cc(C(=O)NCc2ccc3c(c2)CCN3C(=O)CC)cc(OCC)c1OCC	5
CC(=O)CSCC(=O)Nc1ccc(C)cc1	-8
CC(C)=C1C2CCC1C(C(=O)O)C2C(=O)O (stereo not given)	2
COc1cc(-c2nc3n(n2)C(c2ccc(F)cc2)C(C(N)=O)C(C)=N3)cc(OC)c1OC (stereo not given)	1
CCOc1ccc2nc(SCC(=O)c3ccc(Cl)cc3)sc2c1	-11
C=CCOc1c(Cl)cc(/C=C2\SC(=O)N(Cc3ccc(F)cc3)C2=O)cc1OC	2
O=C(c1ccc2c(Cl)c3c(nc2c1)CCCC3)N1CCN(c2ccccc2)CC1	-3
CCOC(=O)c1cccc(N2C(=O)C3C4c5ccccc5C(c5ccccc54)C3C2=O)c1 (stereo not given)	-12
CCOC(=O)c1c(-c2ccc(F)cc2)csc1NC(=O)c1cccc(OC)c1	6
c1ccc(-c2nc(-c3ccco3)[nH]c2-c2ccc3oc4ccc(-c5nc(-c6ccco6)[nH]c5-c5ccccc5)cc4c3c2)cc1	-14
CCOC(=O)C1(Cc2cccc(OC)c2)CCCN(C(=O)COC)C1 (stereo not given)	-1
CC1(Nc2ccc(Cl)cc2)NC(=O)/C(=C2/C(=O)Nc3ccc(Br)cc32)S1 (stereo not given)	1
CSc1ccccc1NC(=O)CCS(=O)(=O)c1nc(-c2ccc3c(c2)OCO3)cc(C(F)(F)F)n1	2
O=C(Nc1ccc(Cl)c(C(F)(F)F)c1)c1cc2nc(-c3ccc4c(c3)OCO4)cc(C(F)(F)F)n2n1	-10

Reprinted at random: two records from the list
SMILES	ROC1-CUL1 inh
c1ccc(-c2nc(-c3ccco3)[nH]c2-c2ccc3oc4ccc(-c5nc(-c6ccco6)[nH]c5-c5ccccc5)cc4c3c2)cc1	-14
CC1(Nc2ccc(Cl)cc2)NC(=O)/C(=C2/C(=O)Nc3ccc(Br)cc32)S1 (stereo not given)	1

(cont.)
SMILES	ROC1-CUL1 inh
O=C(CCN1C(=O)c2ccccc2S1(=O)=O)Nc1cccc(C(F)(F)F)c1	3
Cc1ccc2oc(C(=O)Nc3ccc(S(=O)(=O)Nc4ncccn4)cc3)cc(=O)c2c1	0
C/C(=N/NC(=O)C1CC1)c1ccc(NC(=O)c2ccc(Cl)cc2)cc1	1
CCN1CCN(C(=O)CCC2CCN(C(=O)CCSC)CC2)CC1	4
Fc1ccccc1CCC1CCCN(Cc2ncc[nH]2)C1 (stereo not given)	-4
Cc1ccc(C(=O)NC(NC(=S)Nc2ccc(S(N)(=O)=O)cc2)C(Cl)(Cl)Cl)cc1 (stereo not given)	-3

Gathered by group: the entries above with an aryl methoxy group (14)
SMILES	ROC1-CUL1 inh
COc1ccc(CCNC(=O)CSc2nc(-c3ccc(Cl)cc3)cs2)cc1OC	7
COC(=O)C1C(C)=NC(=O)NC1c1cccc(OC)c1 (stereo not given)	9
COc1cc(C=C2C(=O)NC(=O)NC2=O)ccc1OCc1c(C)no[n+]1[O-]	-2
CCOC(=O)c1cnc(N2CCN(c3ccc(OC)cc3)CC2)[nH]c1=O	-8
COc1cccc(C(O)Cc2ccccc2)c1 (stereo not given)	6
COc1ccccc1C(=O)Nc1cccc(C(=O)OCc2cc(=O)n3cc(C)sc3n2)c1	-4
COc1ccc(C2(C(=O)Nc3ccc(C(=O)Nc4ccc(OC)cc4OC)cc3)CCOCC2)cc1	-3
COc1cccc(N2C(=O)CC(N3CCC4(CC3)OCCO4)C2=O)c1 (stereo not given)	7
CN=C1c2cc3c(Br)c(OC)ccc3n2CCN1C	6
COc1ccc(B(OCCN)c2ccccc2)cc1OC	-13
COc1cc(-c2nc3n(n2)C(c2ccc(F)cc2)C(C(N)=O)C(C)=N3)cc(OC)c1OC (stereo not given)	1
C=CCOc1c(Cl)cc(/C=C2\SC(=O)N(Cc3ccc(F)cc3)C2=O)cc1OC	2
CCOC(=O)c1c(-c2ccc(F)cc2)csc1NC(=O)c1cccc(OC)c1	6
CCOC(=O)C1(Cc2cccc(OC)c2)CCCN(C(=O)COC)C1 (stereo not given)	-1

Assay outcomes deposited in PubChem by Icahn School of Medicine at Mount Sinai.
